Source: PubChem BioAssay
GPT2 inh – GPT2 alanine aminotransferase inhibition | Q8TD30 | Recombinant GPT2, coupled pyruvate oxidase/HRP Amplex Red fluorescence | Potency, µM (doses to about 57.7 µM), for inactives: at the top dose activity change, negative = inhibition, usual class: inhibitors | 100,000 compounds, 0.25% hits | AID 1671188; further: potency means the concentration at half of the fitted maximal effect; nearly all actives have a fitted effect of over 60% in size; many of its hits are not listed in these tables
Target sequence (Q8TD30 whole entry, looked up): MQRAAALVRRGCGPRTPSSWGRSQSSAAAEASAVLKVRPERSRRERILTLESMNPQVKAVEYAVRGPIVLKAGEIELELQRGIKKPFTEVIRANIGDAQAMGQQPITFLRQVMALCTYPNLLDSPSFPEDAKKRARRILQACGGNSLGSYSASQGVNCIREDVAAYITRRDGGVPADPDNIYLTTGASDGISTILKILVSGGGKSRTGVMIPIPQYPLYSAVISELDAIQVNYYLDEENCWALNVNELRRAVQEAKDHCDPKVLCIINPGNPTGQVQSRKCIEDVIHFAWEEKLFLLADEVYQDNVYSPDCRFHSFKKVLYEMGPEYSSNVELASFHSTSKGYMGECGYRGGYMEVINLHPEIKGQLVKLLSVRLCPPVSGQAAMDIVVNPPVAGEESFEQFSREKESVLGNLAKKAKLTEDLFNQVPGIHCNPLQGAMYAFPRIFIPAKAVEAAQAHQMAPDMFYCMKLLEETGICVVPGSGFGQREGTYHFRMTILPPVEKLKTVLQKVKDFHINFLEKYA
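Recombinant GPT2 (10ng/uL) with 250uM a-KG and 2mM L-alanine, 30 min at room temperature, in HEPES pH 7.5 buffer. Pyruvate detected by pyruvate oxidase/HRP/Amplex Red fluorescence after 30 min in the dark; AOA (50uM) as positive control.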
SNCA viab count – cell viability loss counter-screen. HEK-293-SNCA-luc viability, GF-AFC fluorescence, 24 h. Potency, µM (titrated, usually from 57.1 µM), without a hit: at the highest dose activity change, negative = cytotoxicity, hits mostly cytotoxic. 150,000 compounds, 0.12% hits. AID 1671193;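 further: potency means the concentration at half of the fitted maximal effect; 0% = DMSO-treated cells and -100% = medium-only wells without cells; nearly all actives have a fitted effect of over 30% in size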
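HEK-293-SNCA-luc cells (1500/well) plated 24 h, then exposed 24 h to a dilution series; GF-AFC added 30 min at 37C, fluorescence 405/540 nm; normalised to medium-only and DMSO wells, Hill fit.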
IP6K1 inh – inhibitors of human IP6K1. Q92551. IP6K1 kinase, ADP-Glo luminescence, 2 h; stronger effect = lower value. activity change, % (series mostly up to about 58 µM). 140,000 compounds, 0.81% hits. AID 1645851; in the data active means activity change below about -25%
Target sequence (Q92551 whole entry, looked up): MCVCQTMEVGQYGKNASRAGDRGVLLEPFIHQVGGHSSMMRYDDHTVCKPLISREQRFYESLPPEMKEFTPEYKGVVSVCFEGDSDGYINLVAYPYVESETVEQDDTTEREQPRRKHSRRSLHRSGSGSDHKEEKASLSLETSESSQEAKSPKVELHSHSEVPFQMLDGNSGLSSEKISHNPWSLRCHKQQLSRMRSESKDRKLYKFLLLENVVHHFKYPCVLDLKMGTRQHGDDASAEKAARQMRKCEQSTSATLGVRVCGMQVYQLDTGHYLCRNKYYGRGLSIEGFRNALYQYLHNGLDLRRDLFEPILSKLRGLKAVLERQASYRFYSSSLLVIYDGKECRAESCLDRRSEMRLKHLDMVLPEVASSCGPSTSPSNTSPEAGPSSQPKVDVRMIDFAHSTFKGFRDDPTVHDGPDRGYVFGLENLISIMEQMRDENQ
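ADP-Glo luminescence measures ADP made by human IP6K1 during a 2 h RT reaction with ATP/IP6 (mix at 1.3 mM/130 uM); top library doses 57.5 and 19.1 uM final.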
NIH3T3 tox – cytotoxic compounds in NIH 3T3 cells; NIH 3T3 viability, CellTiter-Glo ATP luminescence, 48-72 h; Potency, µM (titrated, usually from 96.7 µM), inactives show at the top dose activity change, negative = cytotoxicity, most hits filed as inhibitors; 94,000 compounds, 4.3% hits; AID 1345082; further: potency means the concentration at half of the fitted maximal effect; nearly all actives have a fitted effect of over 55% in size
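Viability of NIH 3T3 cells after 48 or 72 hr compound treatment at 37 °C was assessed by CellTiter-Glo, with luminescence imaged following a 10 min room-temperature step.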
FLuc inh – inhibitors of firefly (Photinus pyralis) luciferase; P08659; purified P. pyralis luciferase, luminescence, biochemical; Potency, µM (highest dose often 115 µM), inactives show top-dose activity change, negative = inhibition, hits mostly inhibitors; 76,000 compounds, 2.5% hits; further: potency means the concentration at half of the fitted maximal effect; nearly all actives have a fitted effect of over 65% in size
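Inhibitors were tested against purified firefly luciferase in a biochemical, low-substrate format (both substrates at 10uM) and luminescence measured with a CCD imager.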
HEK cytotox – HEK 293 cell cytotoxicity. HEK 293 viability, ATP luminescence (CellTiter-Glo), 48-72 h. Potency, µM (top dose mostly 115 µM), inactives show at the highest dose activity change, negative = cytotoxicity, most hits filed as inhibitors. 94,000 compounds, 6.6% hits; further: potency means the concentration at half of the fitted maximal effect; nearly all actives have a fitted effect of over 60% in size
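HEK 293 cells at 250 cells/well were exposed to compounds by pintool transfer for 48 or 72 hr at 37 degree Celsius, 5% CO2. Viability was read as ATP-coupled luminescence with CellTiter-Glo after 10 min at room temperature.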
SNCA expr inhib – SNCA gene expression inhibition. HEK-293 SNCA-luciferase knock-in, luminescence, 24 h. Potency, µM (titrated, usually from 57.2 µM), inactives show top-dose activity change, negative = inhibition, actives largely listed as inhibitors. 140,000 compounds, 0.17% hits. AID 1671194;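 further: potency means the concentration at half of the fitted maximal effect; plate controls were DMSO cells for no effect and cell-free wells for full effect; nearly all actives have a fitted effect of over 45% in size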
The depositor's hits bear a star; i = inactive; ? = inconclusive; . = no result given; [ ] = another dose, or the depositor's remark. Unless noted, the call rests on the fitted dose curve; in most records, active means well fitted curve in the direction sought with a large enough effect; inconclusive means small, poorly fitted or top-dose-only effect, or another doubt; inactive means no such curve, though single readings can be large; an effect the other way counts as inactive or inconclusive. Unless noted, on the % scale 0 is the no-effect control and ±100 the full control effect.

SMILES	GPT2 inh	SNCA viab count	IP6K1 inh	NIH3T3 tox	FLuc inh	HEK cytotox	SNCA expr inhib
Cc1nc(-c2cccc(NC(=O)N3CCCC3c3c(C)noc3C)c2)cs1 (centres undefined)	4%	1%	-4	-21%	-8%	-8%	10%
CCOC(=O)c1[nH]c(C)c(CCC(=O)Nc2ccccc2C(=O)OC)c1C	.	-19%	15	.	.	.	-19%
COc1ccc(-c2cc(N3CCC(NC(=O)c4cc(F)ccc4Cl)CC3)n[nH]2)cc1	-17%	?	28	?	-1%	?	8%
COc1ccc(-c2nc(SCC(=O)Nc3ccc4c(c3)OCO4)c(-c3ccc(F)cc3)[nH]2)cc1OC	.	-22%	-9	.	.	.	-7%
COc1cccc(NC(=O)Cn2nc(N3CCN(c4ccccc4)CC3)ccc2=O)c1	.	6%	33	.	.	.	36%[activator]
CN(C)CCNC(=O)c1ccnc(-c2nnc3ccc(N(C)c4ccccc4)nn23)c1	-6%[88.5 µM]	-21%[87.6 µM]	-4	?	2%[172 µM]	?	-4%[87.6 µM]
CC(=O)Nc1ccc(S(=O)(=O)N[C@H]2CO[C@H]3[C@@H]2OC[C@@H]3n2nnnc2Oc2cccc(N3CCOCC3)c2)cc1	?	-7%	11	-1%	-1%	4%	-4%
O=C(NCCCc1ccccc1)c1n[nH]c2c1CN(C(=O)c1c(F)cccc1F)CC2	?	0%	0	?	4%	18µM*	0%
N#Cc1ccc(C(=O)N2CCO[C@@H](COc3ccccn3)[C@@H]2c2ccccc2)cc1	i	9%	17	-28%	.	?	25%
Cc1cccc(OCC(=O)c2ccc3c(c2)N(C(C)C(=O)Nc2ccccc2)C(=O)CO3)c1C (centres undefined)	-13%	-3%	2	?	-19%	?	8%
CCC(=O)N1CCOc2ccc(CN3CCc4ccccc4C3)cc2C1	i	3%	-3	-24%	-8%	?	14%
O=C(N[C@@H]1C[C@H](Cn2cc(CN3CCS(=O)(=O)CC3)nn2)[C@@H](O)[C@H]1O)c1cnccn1	-8%	2%	2	i	5%	2%	16%
COc1cc(Cl)ccc1C(=O)N[C@@H]1CN(S(C)(=O)=O)C[C@H]1CN(C)C	i	2%	22	-9%	0%	i	-12%
COC[C@@H]1CN(Cc2cccc(OC)c2OC)C[C@H]1c1ccccn1	i	?	0	?	-15%	?	13%
CCCCC(=O)N1CCc2cc(OC)c(OC)cc2C1COc1ccc(C(=O)OCC)cc1 (centres undefined)	.	-23%	3	.	.	.	-10%
CCn1cc(S(=O)(=O)N2CCCC(Cc3noc(-c4cccnc4)n3)C2)cn1 (centres undefined)	i	0%	2	-10%	-13%	-27%	?
CN(C)C(=O)C(C)(C)Oc1nn(Cc2cccc(Cl)c2)c2ccccc12	-13%[88.5 µM]	-17%[87.6 µM]	-6	?	3%[172 µM]	79µM*	?
Cn1c(=O)c(=O)n(C)c2cc(S(=O)(=O)N3CCN(c4ccccc4F)CC3)ccc21	.	10%	-12	.	.	.	13%
CCCNC(=O)CN1C(=O)NC(c2ccccc2OC)C2=C1COC2=O (centres undefined)	-6%	3%	3	i	-2%	-9%	-18%
CCN(CC)c1ncccc1CNC(=O)c1ncoc1C1CC1	i	-7%	3	-2%	0%	-11%	-1%

Brought forward from above: 2 entries, followed by the next part.
SMILES	GPT2 inh	SNCA viab count	IP6K1 inh	NIH3T3 tox	FLuc inh	HEK cytotox	SNCA expr inhib
CCCNC(=O)CN1C(=O)NC(c2ccccc2OC)C2=C1COC2=O (centres undefined)	-6%	3%	3	i	-2%	-9%	-18%
CCN(CC)c1ncccc1CNC(=O)c1ncoc1C1CC1	i	-7%	3	-2%	0%	-11%	-1%
CN(Cc1cnccn1)C(=O)CC(c1ccccc1)c1ccc2c(c1)OCO2 (centres undefined)	?	-5%	12	-5%	-8%	-9%	-16%
COc1cccc(C(=O)NC2CCCN(c3ccc4nnc(C5CC5)n4n3)C2)c1 (centres undefined)	.	.	25	-32%	.	-23%	.
Cc1ncsc1CN1CCC([C@@H]2CNC[C@H]2CO)CC1	-22%	5%[12.5 µM]	1	i	-1%	i	-8%
CCN1c2cc(C(=O)Nc3cc(C)ccc3OC)ccc2C(=O)N2CCCCCC21 (centres undefined)	-1%	-16%[12.5 µM]	-15	?	-14%	?	-38%
CCc1cccc(NC(=O)CN(C)S(=O)(=O)c2cccc3cccnc23)c1	.	-20%	-9	.	.	.	-7%
COc1ccc(NC(=O)Cn2c(=O)n(Cc3ccccc3)c(=O)c3oc4ccccc4c32)cc1Cl	.	?	14	.	.	.	7%
CC(=O)N1CC2(CCCN(CC3CCCCC3)C2)Cc2ccccc21 (centres undefined)	0%	-9%	-20	?	.	?	-16%
COCCNC(=O)CN1C(=O)c2cccnc2Oc2ccc(Cl)cc21	.	1%	-1	.	.	.	-11%
COc1c(F)cc(CNCC2(O)CCCNC2)cc1F (centres undefined)	-28%	8%	8	i	10%	-10%	6%
COc1ccccc1NC(=O)CN1C(=O)C2(SCC(=O)N2c2ccc(F)c(F)c2)c2ccccc21 (centres undefined)	.	?	17	.	.	.	-8%
CN(Cc1ccc(F)cc1)Cc1ccc(OC(F)(F)F)cc1	4%[88.5 µM]	4%[87.6 µM]	-4	-11%[138 µM]	-2%[172 µM]	-3%[172 µM]	7%[87.6 µM]
O=C(Cc1cccc(Cl)c1)N1CCNc2cnc(Nc3cccc(C(F)(F)F)c3)nc2C1	-6%	-20%	-14	?	-1%	?	?
Cc1ccc(Nc2ccnc(N3CCCC(C(=O)N4CCN(Cc5ccccc5)CC4)C3)n2)cc1 (centres undefined)	i	2%[12.5 µM]	1	40µM*	.	13µM*	?
O=C(Cn1nc(-c2ccccc2)nc(Cc2ccccc2)c1=O)Nc1ccc(Cl)cc1	.	3%	10	.	.	.	-17%
N#Cc1ccc(N2CCN(C(=O)c3cccc(C(F)(F)F)c3)CC2=O)cc1	i	2%	7	-15%	4%	-10%	1%
CCN(C(=O)c1cccn(Cc2cccc(Cl)c2)c1=O)c1ccccc1	.	5%	5	.	.	.	42%[activator]
CC(C)C[C@@H]1N[C@H](C(=O)NC2CC2)Cc2cn(Cc3nccn3C)c3cccc1c23	-3%[88.5 µM]	?	2	?	-11%[172 µM]	?	?
Cc1ccc(CN2C(=O)NC3(CCCN(C(=O)c4cc(C)cc(C)c4)C3)C2=O)cc1 (centres undefined)	5%	-6%	20	-24%	8%	-24%	-9%
CNC(=O)c1cc(C2CC2)nc2onc(C3CCN(C(=O)Cc4ccccn4)C3)c12 (centres undefined)	.	.	-4	-16%	.	-21%	.
CC(=O)O[C@@H]1[C@H](O[C@@H]2OC[C@](O)(CO)[C@H]2O)[C@@H](O[C@@H]2O[C@@H](C)[C@H](O)[C@@H](O[C@@H]3O[C@H](CO)[C@@H](O)[C@H](O)[C@H]3O)[C@H]2O)[C@H](OC(=O)[C@]23CCC(C)(C)C[C@H]2C2=CCC4[C@@]5(C)C[C@H](O)[C@H](O[C@@H]6O[C@H](C(=O)O)[C@@H](O)[C@H](O)[C@H]6O)[C@@](C)(C(=O)O)C5CC[C@@]4(C)[C@]2(C)CC3)O[C@@H]1C (some centres undefined)	i[11.5 µM]	12%[12.5 µM]	19	.	.	.	.

Random excerpt: six entries already listed, in no set order.
SMILES	GPT2 inh	SNCA viab count	IP6K1 inh	NIH3T3 tox	FLuc inh	HEK cytotox	SNCA expr inhib
N#Cc1ccc(N2CCN(C(=O)c3cccc(C(F)(F)F)c3)CC2=O)cc1	i	2%	7	-15%	4%	-10%	1%
COc1ccc(NC(=O)Cn2c(=O)n(Cc3ccccc3)c(=O)c3oc4ccccc4c32)cc1Cl	.	?	14	.	.	.	7%
CN(Cc1ccc(F)cc1)Cc1ccc(OC(F)(F)F)cc1	4%[88.5 µM]	4%[87.6 µM]	-4	-11%[138 µM]	-2%[172 µM]	-3%[172 µM]	7%[87.6 µM]
COc1c(F)cc(CNCC2(O)CCCNC2)cc1F (centres undefined)	-28%	8%	8	i	10%	-10%	6%
Cc1ccc(Nc2ccnc(N3CCCC(C(=O)N4CCN(Cc5ccccc5)CC4)C3)n2)cc1 (centres undefined)	i	2%[12.5 µM]	1	40µM*	.	13µM*	?
COc1cccc(C(=O)NC2CCCN(c3ccc4nnc(C5CC5)n4n3)C2)c1 (centres undefined)	.	.	25	-32%	.	-23%	.

Further results
SMILES	GPT2 inh	SNCA viab count	IP6K1 inh	NIH3T3 tox	FLuc inh	HEK cytotox	SNCA expr inhib
COc1ccc(NC(=O)c2ccc(-c3cccc(Cl)c3C)o2)cc1	.	-3%	-3	.	.	.	36%[activator]
COc1cccc(-c2ccc(CN3CCCC(NC(=O)C4CCCC4)C3)cc2)c1 (centres undefined)	.	.	10	35µM*	.	20µM*	.
Cc1nc(N2CCC(NC(=O)Cc3ccccc3C)CC2)cc(C(F)(F)F)n1	i	-3%	7	?	4%	?	-5%
Cc1ccc(C(=O)N2CCC3(CC(Cc4ccccc4)=NO3)C2)cc1 (centres undefined)	-8%[88.5 µM]	-16%[87.6 µM]	16	?	3%[172 µM]	?	-17%[87.6 µM]
O=C(NCc1nc(-c2ncccn2)no1)C1CCCN(Cc2ccco2)C1 (centres undefined)	-5%	19%	6	i	-1%	2%	-6%
COc1ccc(NC(=O)CN2C(=O)CSc3ccc(S(=O)(=O)N4CCCC4)cc32)cc1OC	.	2%	26	.	.	.	-11%
O=C(O)CC[C@@H]1CN(C(=O)Cc2ccc(CO)cc2)CC[C@@H]1N1CCOCC1	2%	7%	-2	4%	3%	-26%	37%
COCCn1nc2n(c1=O)CCN(C(=O)c1ncccc1C)CC2	?	?	-2	1%	-11%	i	7%
OCC1(CCCc2ccccc2)CCN(Cc2cccc3c2OCO3)CC1	1%	-6%	21	?	11%	?	-2%
Cc1ccc(C(=O)NCc2ccc3c(c2)CCN3C(=O)c2ccc(C)cc2)cc1	.	5%	19	.	.	.	53%[activator]
CCCn1c(C)cnc1CC1CCCN(S(=O)(=O)c2cccs2)C1 (centres undefined)	-17%	-2%	2	-26%	-1%	?	-1%
O=C(Cc1cccn1-c1ccc(F)cc1)NCc1ccc(N2CCOCC2)cc1	-22%	3%	3	-28%	0%	-27%	1%
Cc1ccccc1Oc1ncccc1CNC(=O)CCn1cnnc1	2%	15%	-8	-3%	1%	-3%	7%
